CaV13 FRET inh: Disruptors of the CACNA1D IQ motif to Ca2+-dependent inactivation inhibitor domain association, primary screening, Förster resonance energy transfer in intact living …; inhibition, % at 12.3 µM; hit rate 0.098% among 340,000; HEK cells, CFP/YFP FRET ICDI-IQ, plate reader, 10 min; percent FRET-ratio fall versus neutral wells;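 active = mean replicate inhibition of at least 30% and at least 1% of replicates passing that level; inconclusive = only one of the two criteria is met; inactive = neither criterion is met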;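 note: 0% = median of the neutral control wells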
N-glyco inh: N-linked glycosylation inhibition; D54 ERlucT glycosylation luciferase reporter, 24 h; percent of 100 nM tunicamycin response; reporter increase, % at 12.5 µM; hit rate 0.23% among 360,000;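 active = mean luciferase reporter signal, scaled so untreated is 0 and the glycosylation-blocking control 100, at or above a set limit in every replicate; inconclusive = mean reaches the limit but not every replicate does; inactive = mean below the limit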;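 note: luciferase carries N-glycosylation sites so blocking glycosylation raises the light; 0% = median of neutral control wells and 100% = median of 100 nM tunicamycin wells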
ABHD5-PLIN5 inh: inhibitors of human ABHD5-perilipin-5 interaction | Q00G26+Q8WTS1 | Split G. princeps luciferase complementation, luminescence, 4 h | inhibition, % at 4 µM | hit rate 0.78% among 360,000;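 active = inhibition above the mean inhibition across every tested compound plus 3 SD, cut at about 22% in these data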;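 note: 0% = DMSO only wells and the 100% control is not disclosed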
MC4R ag barr: human MC4R agonism via beta-arrestin. hit rate 0.98% among 360,000. activation, % at 8.9 µM. U2OS MC4R beta-arrestin complementation, luminescence; percent of melanotan II response, DMSO zero. AID 540308;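 active = activation above a per-plate cutoff, the mean activation of sample wells on that plate plus 3 SD, cut at about 8% in these data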
Target sequence (P32245 whole entry, looked up): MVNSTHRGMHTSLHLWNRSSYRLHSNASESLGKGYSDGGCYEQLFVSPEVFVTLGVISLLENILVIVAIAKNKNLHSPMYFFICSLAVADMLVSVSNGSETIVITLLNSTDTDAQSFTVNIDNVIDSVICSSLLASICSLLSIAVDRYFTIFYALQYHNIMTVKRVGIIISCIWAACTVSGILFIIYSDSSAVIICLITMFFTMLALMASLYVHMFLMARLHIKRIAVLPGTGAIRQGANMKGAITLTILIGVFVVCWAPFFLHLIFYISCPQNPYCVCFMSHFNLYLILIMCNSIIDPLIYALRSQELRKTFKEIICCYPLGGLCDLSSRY
Cardio protect: myocardial damage modulation in H9c2 cells; H9c2 cardiomyocytes, H2O2 injury protection, ATPLite, 2 h; protection from H2O2 cell death, % at 20 µM; hit rate 0.63% among 360,000;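 active = compounds giving at least 50% protection of heart cells from peroxide-induced death in the single-dose screen, raw or plate-pattern-corrected value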;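 note: 0% = DMSO wells with peroxide and 100% = DMSO wells without peroxide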
Exocytosis inh: lytic granule exocytosis inhibition; TALL-104 LAMP-1 surface exposure, flow cytometry; cells stimulated with thapsigargin and PMA; inhibition, % at 10 µM; hit rate 0.66% among 360,000;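 active = inhibition above about 55%, limit read from the data; inconclusive = no clear call, values can overlap the other calls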
ABCB6 inh 2: blocks the human ABCB6 transporter; Q9NP58; K562-ABCB6 porphyrin accumulation, flow cytometry, 1 h; active compounds read low; fluorescence ratio to DMSO, % at 10 µM; hit rate 0.19% among 360,000; AID 602162;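 active = fluorescence ratio to DMSO below 75%, the collection mean minus 3 SD; inconclusive = too few cells collected in the well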;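 note: signal is porphyrin accumulated inside mitochondria; 100% equals median channel fluorescence of DMSO control wells; lower ratio means ABCB6 inhibition with less porphyrin fluorescence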
PDI turbidity: PDI (human) enzyme inhibition; P07237; PDI insulin aggregation turbidity, A650, 90 min; inhibition, % at 10 µM; hit rate 0.052% among 350,000;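 active = mean inhibition across replicates of 30% or more, whatever share of single replicates reach that level; inconclusive = mean inhibition below 30% while every single replicate reaches 30%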;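 note: absorbance from insulin aggregation driven by PDI reduction with DTT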
Target sequence (P07237 whole entry, looked up): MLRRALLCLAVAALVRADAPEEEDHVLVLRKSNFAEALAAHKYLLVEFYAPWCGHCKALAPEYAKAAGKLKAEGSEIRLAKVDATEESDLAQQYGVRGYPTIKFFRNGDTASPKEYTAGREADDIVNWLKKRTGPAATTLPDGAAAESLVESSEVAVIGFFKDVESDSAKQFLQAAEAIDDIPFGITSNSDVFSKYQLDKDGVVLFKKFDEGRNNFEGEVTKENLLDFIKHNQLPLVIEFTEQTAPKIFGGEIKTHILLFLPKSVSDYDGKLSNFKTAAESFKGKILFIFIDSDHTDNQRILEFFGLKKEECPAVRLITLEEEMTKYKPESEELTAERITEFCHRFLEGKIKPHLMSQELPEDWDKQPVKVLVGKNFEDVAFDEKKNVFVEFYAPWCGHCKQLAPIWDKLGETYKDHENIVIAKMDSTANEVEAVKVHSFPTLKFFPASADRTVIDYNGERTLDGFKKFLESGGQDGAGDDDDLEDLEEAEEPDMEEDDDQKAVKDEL
MC4R antag cAMP: antagonists of human melanocortin 4 receptor (MC4R); P32245; hit rate 0.48% among 360,000; MC4R-expressing cells, MTII-stimulated cAMP, LANCE TR-FRET; inhibition, % at 6.5 µM; AID 540295;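 active = inhibition above its plate's cutoff, the mean of tested wells on that plate plus 3 SD, cut at about 29% in these data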;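 note: 0% = Melanotan II alone and 100% = Melanotan II plus saturating MCL0020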
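Assay system: U2OS-MC4R stable cell line; Also added: Melanotan II; Technique: Eu-cAMP/anti-cAMP TR-FRET, emission 671 nm; Times: 30-min compound, 1-h challenge, 1-h detection, room temperature.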
HTR2A ag: mouse HTR2A agonism via beta-arrestin recruitment; activation, % at 7.6 µM; P35363; hit rate 0.66% among 360,000; AID 624169; CHO-K1 mHTR2A beta-arrestin complementation, luminescence; percent of 30 µM serotonin response;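 active = activation above a run cutoff, the mean activation of all tested compounds plus 3 SD, cut at about 14% in these data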;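 note: 0% = plate median of compound wells and 100% = 30 µM serotonin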
Active calls of the source: *; ? = inconclusive; nt = not tested or not shown.

Compound,N-glyco inh,MC4R antag cAMP,PDI turbidity,Cardio protect,MC4R ag barr,HTR2A ag,ABCB6 inh 2,Exocytosis inh,ABHD5-PLIN5 inh,CaV13 FRET inh
COc1ccccc1CCNC(=O)C1CCC(=O)N(C2CCCCCC2)C1 (centres undefined),2,-2,-11,7,-2.6,0,97,2,-4,nt
Cc1ccc(S(=O)(=O)N2CCOCC2)cc1C(=O)Nc1cccc(S(=O)(=O)N2CCCC2)c1,-1,8,1,4,0.1,2,98,0,1,-7
CCCCCC1CCC(c2ccc(C(N)=O)cc2)CC1 (centres undefined),3,10,4,-4,-1.6,7,99,-1,4,nt
Cn1ncc2c(NCCc3ccccc3)nc(Cl)nc21,0,-2,-3,-11,0.0,-5,97,-3,-4,-7
CCN(CC)c1ccc(/C=N/NC(=O)c2ccc(Br)o2)cc1,4,-9,-1,-7,-0.1,-2,103,7,-9,-2
O=C(NCc1ccccc1)c1cccc(COc2ccc(Cl)cc2)c1,-7,-7,9,-14,1.5,1,96,6,0,-3
CC(C)(C)OC(=O)NCc1ccc(CNC(=O)c2nc[nH]c2C(=O)NCc2ccccc2)cc1,3,2,-6,-3,0.4,-2,94,-11,-6,-6
c1ccc(CSc2ccc3nnc(-c4cccnc4)n3n2)cc1,4,-10,-5,20,-0.1,-4,102,0,2,-5
CC(N=C1CC(C)(C)CC(=O)/C1=C(/O)CCCN1C(=O)c2ccccc2C1=O)C(=O)O (centres undefined),2,0,-9,9,-0.9,2,96,1,3,-5
COc1ccc(NC(=O)CC2C(=O)NC3CCCCC3N2C(=O)c2ccc(F)cc2)cc1 (centres undefined),0,-6,3,18,1.3,4,101,-5,0,-2
O=C1NC(Cc2ccc(O)cc2)c2nc3ccc(F)cc3c(=O)n2-c2cc3ccccc3cc21 (centres undefined),8,10,25,95*,-0.6,-5,109,6,-3,-2
CC1CCN(C(=O)c2[nH]cnc2C(=O)NC2CCN(C(=O)OC(C)(C)C)CC2)CC1,4,5,-6,8,-0.6,4,98,-8,-2,-6
CCOC(=O)c1[nH]c2ccc(Cl)cc2c1NC(=O)c1nonc1C,-2,4,4,0,8.9*,1,99,-1,-6,-3
COC(=O)/C(=C/Nc1ccc(O)cc1)[N+](=O)[O-],1,1,4,4,-2.4,0,101,1,-26,-5
O=C(Cc1cccc([N+](=O)[O-])c1)Nc1cccc(C(=O)N2CCCC2)c1,-2,3,14,6,-0.4,3,96,-5,3,-3
COc1ccc(CNC(=O)C/C(C)=N/NC(=O)COc2cccc(C)c2)cc1,-2,15,5,-6,-1.1,2,106,-1,-5,-5
O=C(Oc1cccc2cccnc12)c1ccc(N2C(=O)C3C4CCC(C4)C3C2=O)cc1 (centres undefined),5,-1,-5,3,-1.7,8,96,6,7,-11
COc1cccc(-c2cnc(C(O)c3ccc(SC)cc3)[nH]2)c1 (centres undefined),-1,-4,-15,-7,-0.5,6,91,-3,0,-9
COc1ccc(CN=Cc2[nH]c3ccc(Br)c(Cl)c3c2O)cc1,1,-2,-2,-6,0.4,1,228,2,-20,-5
Cc1ccc(F)c(C(=O)N2CCCC(C)(C(=O)NS(=O)(=O)C3CC3)C2)c1F (centres undefined),4,1,-5,12,1.2,-2,96,8,-3,nt
COc1cc(NC(=O)CSc2ccc(-c3cccnc3)nn2)cc(OC)c1,-2,17,-4,4,-1.2,1,96,23,0,-4
Cc1cc(C)nc(SCC(=O)NCC2COc3ccccc3O2)n1 (centres undefined),-1,5,3,5,-1.1,8,96,-3,-5,-2
O=C(CNC(=O)c1ccc(Cl)cc1)NNc1c(F)c(F)cc(F)c1F,2,4,4,0,-0.7,-4,99,-1,-8,-5
O=C(OCCN1CCOCC1)c1ccc2c(c1)OCCO2,-3,3,-12,4,-1.2,-3,88,-3,1,-4
COCc1nc2ccccc2n1Cc1ccc(Br)cc1,-2,1,-2,-4,-1.8,-6,113,-2,4,-5
O=C(CCl)N(c1ccccc1)C1CCCCC1,-22,3,-1,-6,9.1*,-1,96,-1,9,-19
Cc1cc(NC(=O)CSc2cc(Cl)ccc2Cl)n(-c2ccccc2)n1,-4,26,-1,0,1.3,0,105,2,-3,-17
CCOC(=O)C1=C(CSCC(=O)OC)NC(=O)NC1c1cc(C)ccc1C (centres undefined),-1,18,16,3,2.3,4,106,0,-5,-8
O=c1cc(O)c2ccc(O)cc2o1,-4,8,nt,0,-3.2,10,104,3,9,nt
O=C(Nc1ccccc1N1CCOCC1)c1ccc(Br)o1,0,-7,-3,12,4.6,8,88,3,11,-8
Cc1ccc(S(=O)(=O)N2CCN(C(=O)CN3CCCSc4ccccc43)CC2)cc1,-1,-1,-5,10,-1.7,-1,101,0,-12,-4
O=C(NNC(=O)c1ccccc1[N+](=O)[O-])c1ccccc1[N+](=O)[O-],2,6,2,4,-2.0,-2,92,4,1,-14
O=C(NC(CC(=O)N1CCN(c2ccccc2)CC1)c1ccccc1)c1ccccc1 (centres undefined),-1,7,6,3,-1.0,-6,97,-1,5,-6
COc1ccccc1NC(=O)Nc1ccc(C(=O)N2CCCCC2)cc1,-5,0,-7,-12,1.2,-3,96,-3,9,-7
COc1ccc(C(=O)N2CCN(S(=O)(=O)c3ccc(C)cc3C)CC2)cc1OC,-2,8,nt,-3,0.6,8,?,-1,1,-7
Fc1ccc(Nc2nnc(-c3ccncc3)s2)cc1Cl,0,10,0,4,3.2,-6,100,2,-2,-7
Cc1nc2sccn2c(=O)c1S(=O)(=O)Nc1ccc(N2CCN(C(=O)C(C)C)CC2)cc1,-1,-1,9,6,-0.4,-7,97,-11,3,-1
O=[N+]([O-])c1nn(-c2ccc(Cl)cc2)n(O)c1=NCc1ccncc1,0,3,-8,-6,-1.4,6,95,-3,-1,-7
COCCN(C(=O)C1CCCO1)c1c(N)n(CC(C)C)c(=O)[nH]c1=O (centres undefined),1,-3,2,6,-0.2,8,89,1,2,-2
CN1C2=CC=CC=CC2=[N+](C)C12C=CC(=[N+]([O-])[O-])C=C2[N+](=O)[O-] (centres undefined),-1,-10,2,-1,-3.5,-3,108,3,16,-3
CC1=C(C(N)=O)C(c2ccccc2F)n2nc(CCCO)nc2N1 (centres undefined),0,2,-8,1,-0.3,2,106,-6,1,nt
CCOC(=O)c1c(NC(C)=O)sc2c(OC)c(Br)ccc12,2,5,2,4,4.0,-1,101,0,2,-9
COc1ccc(OC)c(/C=N/NC(=O)C(=O)N2CCCC2)c1,0,7,-4,4,-1.3,1,101,-1,7,-19
CC(C)c1ccc(-c2csc(NC(=O)c3cccs3)c2C(=O)O)cc1,0,-8,-1,0,-1.7,5,98,4,-2,-16
COCCOc1ccc(C(F)(F)F)cc1NC(=O)c1ccc(C(F)(F)F)cc1,-9,2,-11,0,7.8,4,89,-1,10,-15
CCN(CC)S(=O)(=O)c1ccc2oc(C(=O)N3CCCCCC3)c(C)c2c1,-1,3,3,-11,-1.0,-5,100,-5,-1,-5
O=C(C[C@H]1C[C@H]2c3cc(NC(=O)CC4CC4)ccc3O[C@H]2[C@H](CO)O1)NCc1ccccc1F,0,9,1,9,-1.3,6,103,-2,5,-3
Nc1cccc2c1nnn2C1OC(CO)C(O)C(O)C1O (centres undefined),2,7,5,-1,1.1,-2,105,3,-8,9
CCN(CC)c1ccc(S(=O)(=O)N2CCCCC2)cc1NC(=O)C1CCC1,-1,-2,-6,-3,-2.0,-4,92,5,2,-17
COc1ccc(-c2cc(C(=O)NCCc3ccccc3)no2)cc1OC,-1,-8,7,3,4.7,0,101,1,-9,-11
Cc1ccc(C(=O)NC(=S)Nc2ccccc2C(F)(F)F)cc1C,1,2,7,-26,-0.6,-3,95,-2,-5,nt
COc1ccc(COC(=O)C2CCN(S(=O)(=O)c3cccs3)CC2)cc1,0,2,-2,-6,-0.2,-4,92,0,4,-5
CC1(C)CC2CC(C)(CN2C(=O)c2ccc([N+](=O)[O-])cc2)C1 (centres undefined),0,24,-1,3,-1.4,0,107,-3,-1,8
COCCCNC(=O)CN1C(=O)/C(=C/c2ccccc2C)Sc2ccccc21,-2,-1,-4,-4,-2.2,-2,112,-5,0,-19
CCOC(=O)c1c(C)nn(-c2ccc(NC(=O)/C=C/C(=O)O)cc2)c1C,-1,5,6,-1,-1.0,5,96,12,0,-19
COc1ccc(NC(=O)c2ccc(NC(=O)CSc3nccc(=O)[nH]3)cc2)cc1,1,0,-2,10,-3.0,-2,95,-6,0,-6
CC(=O)N1N=C(c2ccccc2)CC1c1cccs1 (centres undefined),-2,29*,2,-5,0.2,-3,91,7,-4,-18
Cc1ccc(NC(=O)C(=O)NCc2ccc(/C=C(/C#N)C(=O)NCc3cccnc3)o2)cc1C,2,22,2,-8,-1.1,-2,99,1,-1,-6
O=C(NCc1nc2ccccc2[nH]1)C1=C[C@@H](c2ccc(Br)cc2)C[C@@H](OCc2ccc(CO)cc2)O1,-1,10,1,-1,-1.6,-5,95,-11,2,-5
Cn1cnc(S(=O)(=O)Nc2ccc(Cl)c(C(F)(F)F)c2)c1,0,4,-7,0,-1.2,0,102,0,11,-5

The listing continues.
Compound,N-glyco inh,MC4R antag cAMP,PDI turbidity,Cardio protect,MC4R ag barr,HTR2A ag,ABCB6 inh 2,Exocytosis inh,ABHD5-PLIN5 inh,CaV13 FRET inh
COc1ccc(S(=O)(=O)Nc2ccc(NC(C)=O)cc2)cc1[N+](=O)[O-],-2,7,0,5,-1.0,2,99,3,2,2
CCOC(=O)c1cc2sc(C)cc2n1CC(=O)NCc1ccc(F)cc1,-3,9,-3,-2,6.8,-3,95,-1,-10,-6
COC(=O)CCCNC(=O)c1ccc(OC2CCN(CCc3ccccc3)CC2)cc1,-2,2,8,3,-2.1,-5,107,1,6,8
CCN1CCCC1CNCC(O)COc1ccc(C(C)(C)C)cc1C (centres undefined),-1,3,0,1,-2.8,-4,98,3,0,1
CCCCN1C(N)=NC[C@@H]1c1ccccc1,0,1,3,-3,-0.9,-1,100,-4,1,-2
CCOc1ccccc1NC(=O)C1C2CCC(O2)C1C(=O)O (centres undefined),1,2,3,14,0.7,-1,97,-1,10,-5
O=C(O)C1(P(=O)(c2ccc(Cl)cc2)c2ccc(Cl)cc2)CCCC1,0,2,-14,3,1.7,-1,100,2,2,-4
COc1ccc(S(=O)(=O)NCc2cccnc2)cc1C(=O)NC1CCCCC1,0,12,7,-4,-3.5,-7,101,-4,1,-7

Compound activity deposited in PubChem BioAssay by several laboratories.
